EphB4 ephrin blk = EphB4-ephrin-B2 interaction antagonists, primary screen, biochemical, TNYL-RAW peptide probe, fluorescence polarization; EphB4 LBD / TNYL-RAW-Alexa532 peptide; hit rate 0.15% among 97,000; Ephrin type-B receptor 4 (Homo sapiens), P54760; inhibition, % at 7 µM;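 active = inhibition above the screen-wide mean inhibition plus 3 SD, cut at about 15% in these data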;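 also: 0% = DMSO wells and 100% = excess unlabeled TNYL-RAW peptide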
S1P2 agonist = S1P2 receptor agonists, primary screen, cell-based; hit rate 0.46% among 97,000; activation, % at 4.5 µM; Sphingosine 1-phosphate receptor 2 (Homo sapiens), O95136; S1P2-expressing cell line, agonist reporter read-out; in the data active = activation above about 16%;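 also: 0% = vehicle low control and 100% = maximal reference agonist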
Target sequence (O95136 whole entry, looked up): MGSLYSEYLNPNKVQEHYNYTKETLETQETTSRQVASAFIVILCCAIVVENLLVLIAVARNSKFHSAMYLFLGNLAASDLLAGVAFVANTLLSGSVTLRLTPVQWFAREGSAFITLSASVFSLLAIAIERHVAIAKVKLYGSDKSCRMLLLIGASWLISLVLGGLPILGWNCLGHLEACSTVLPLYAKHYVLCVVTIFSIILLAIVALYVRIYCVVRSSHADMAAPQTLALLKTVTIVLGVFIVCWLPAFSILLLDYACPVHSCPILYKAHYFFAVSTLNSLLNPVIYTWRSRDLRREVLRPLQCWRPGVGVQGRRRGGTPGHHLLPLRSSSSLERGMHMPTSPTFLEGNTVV
MT1-MMP txn act = MT1-MMP promoter reporter activation – cell-based, luciferase luminescence, primary screen. HT1080 MT1-MMP promoter luciferase reporter, overnight; stronger effect = higher value. activation factor at 10 µM. hit rate 0.16% among 86,000. AID 750, 2007;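 active = activation factor of at least 2 for MT1-MMP transcription at 10 µM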
FAK inh = FAK kinase inhibitors, primary screen, biochemical; Focal adhesion kinase 1 (Homo sapiens), Q05397; biochemical FAK kinase activity assay; inhibition, %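 (tested at 7 µM)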; hit rate 0.84% among 97,000; in the data active = inhibition above about 19%;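 also: 0% = DMSO and 100% = reference compound high control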
Rev-RRE block = HIV-1 Rev-RRE binding inhibitors, primary screen, biochemical, FRET, protein-RNA interaction | P05866 | Rev peptide-RRE RNA binding | inhibition, % at 8 µM | hit rate 0.79% among 97,000;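 active = inhibition above the screen-wide mean plus 3 SD, cut at about 35% in these data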;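 also: 0% = median DMSO wells and 100% = median Neomycin B control wells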
Target sequence (P05866 whole entry, looked up): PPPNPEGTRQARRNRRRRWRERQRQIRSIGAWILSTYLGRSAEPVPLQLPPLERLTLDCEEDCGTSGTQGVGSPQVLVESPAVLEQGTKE
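Assay system: labelled RRE RNA duplex and labelled Rev peptide / Medium: HEPES pH 7.5 salt buffer with EDTA / Reagent: labelled Rev peptide / Schedule: 5 + 15 min at 25 °C / Signal: FRET, excitation 480 nm, emission 540 nm donor and 671 nm acceptor / Benchmarks: DMSO and neomycin B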
S1P2 blocker = human S1P2 receptor antagonists, primary screen, cell-based; Sphingosine 1-phosphate receptor 2 (Homo sapiens), O95136; cell-based S1P2 antagonist assay, inhibition at 5 uM; inhibition, % at 5 µM; hit rate 0.21% among 97,000; AID 736, 2007; in the data active = inhibition above about 45%;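 also: CRE beta-lactamase reporter cells expressing human S1P2 stimulated with S1P; 0% = agonist at EC80 alone and 100% = agonist plus reference antagonist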
PLK1 kinase inh = human PLK1 kinase inhibitors, primary screen, biochemical, TR-FRET. Serine/threonine-protein kinase PLK1 (Homo sapiens), P53350. AID 619, 2007. hit rate 0.53% among 97,000. inhibition, % at 10 µM. recombinant PLK1 kinase, TR-FRET peptide phosphorylation;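 active = inhibition of 50% or more in the single-concentration screen; inactive = inhibition below 50%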;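 also: 0% = DMSO max control and 100% = H-89 dihydrochloride min control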
PLAP activator = PLAP enzyme activators, biochemical, luminescence, HTS | hit rate 1.2% among 96,000 | activation fold at 20 µM | purified PLAP enzyme, luminescent substrate read-out; stronger effect = higher value; in the data active = activation fold above about 2
Target sequence (P05187 whole entry, looked up): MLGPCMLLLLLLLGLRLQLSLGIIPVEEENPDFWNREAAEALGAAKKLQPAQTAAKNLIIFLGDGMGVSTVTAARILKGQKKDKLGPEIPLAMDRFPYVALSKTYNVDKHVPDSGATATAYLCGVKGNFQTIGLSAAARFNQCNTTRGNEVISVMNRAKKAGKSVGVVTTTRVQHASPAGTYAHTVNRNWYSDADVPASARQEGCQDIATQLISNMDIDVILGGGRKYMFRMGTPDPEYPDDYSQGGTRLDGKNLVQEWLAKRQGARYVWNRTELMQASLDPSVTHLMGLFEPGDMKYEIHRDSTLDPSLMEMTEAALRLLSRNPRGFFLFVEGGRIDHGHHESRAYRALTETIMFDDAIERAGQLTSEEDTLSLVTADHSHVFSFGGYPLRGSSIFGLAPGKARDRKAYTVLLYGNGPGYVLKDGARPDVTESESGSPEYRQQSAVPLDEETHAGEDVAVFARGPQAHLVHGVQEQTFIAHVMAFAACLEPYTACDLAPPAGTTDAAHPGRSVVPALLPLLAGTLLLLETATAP
Plk1 PBD FP = Plk1 polo box domain binding inhibitors, primary screen, biochemical, fluorescence polarization. hit rate 0.13% among 97,000. Serine/threonine-protein kinase PLK1 (Homo sapiens), P53350. inhibition, %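 (tested at about 20 µM)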. AID 693, 2007. Plk1 PBD phosphopeptide binding; in the data active = inhibition above about 34%, passing the limit was not always enough
Numbers without * were called inactive; . = not tested or not shown. Compounds were not picked by outcome; about 3.9% have a hit in one of these screens.

cpd | canonical_smiles | EphB4 ephrin blk | S1P2 agonist | MT1-MMP txn act | FAK inh | Rev-RRE block | S1P2 blocker | PLK1 kinase inh | PLAP activator | Plk1 PBD FP
1 | CCOCCCNC(=S)N1C2CCC1CC(NC(=O)NC13CC4CC(CC(C4)C1)C3)C2 (stereo unspecified) | -1 | -5 | . | -2 | -1 | 11 | 4 | 1.7 | 7
2 | COc1ccc(NC(=O)CSc2ccccn2)cc1 | -3 | -8 | . | 1 | 5 | 17 | -9 | . | -5
3 | CCOC(=O)Cc1cc(-c2ccccc2)nc2ccc3ccccc3c12 | -8 | -3 | . | -7 | 13 | -22 | -9 | 1 | -12
4 | O=C(NNC(=O)c1cc(-c2ccc(Cl)c(Cl)c2)nc2ccccc12)Nc1ccccc1 | 4 | -3 | . | -3 | 7 | 3 | -4 | 1 | -3
5 | O=C(Nc1nc(-c2ccc3c(c2)OCO3)cs1)c1ccncc1 | 3 | -5 | 1.2 | 5 | 11 | 36 | 28 | 1 | 16
6 | CCN(CC)C(=O)Cc1cc(C(=O)O)c2ccccc2n1 | -4 | -2 | 1.1 | 1 | 3 | 3 | -9 | 0.9 | -16
7 | Cc1ccccc1-n1nc(C(=O)O)cc1-c1ccccc1 | 0 | -4 | 1 | -5 | 13 | 11 | 0 | 1 | 25
8 | Cc1ccc(N(CC(=O)Nc2cccc(C)c2)S(=O)(=O)c2cccc3nonc23)cc1 | 3 | -7 | 1.1 | 7 | 22 | 25 | -13 | 1.1 | 9
9 | CCC1(C)Cc2c(sc3c2c(=O)n(C)c2nnc(SCc4ccc5c(c4)OCO5)n32)CO1 (stereo unspecified) | -4 | -2 | 1.3 | 1 | -3 | 0 | -10 | 0.9 | 7
10 | Cc1onc(-c2ccccc2)c1C(=O)Nc1nnc(COc2ccc(Cl)cc2)s1 | 5 | -5 | 0.9 | 1 | 14 | 6 | -11 | 1.7 | -7
11 | O=C(COC(=O)c1cc(S(=O)(=O)N2CCc3ccccc3C2)ccc1Cl)NCc1ccco1 | 0 | -5 | 1.2 | 4 | 2 | 15 | 13 | 1.1 | -28
12 | Cc1ccc(Cc2cnc(NC(=O)CN3CCOCC3)s2)cc1Cl | 4 | -6 | . | 0 | 4 | 0 | -8 | 1.6 | -11
13 | C#CCN1C(=O)C(O)(CC(=O)c2ccc(OC)c(OC)c2)c2ccccc21 (stereo unspecified) | 2 | -6 | 1 | 6 | 3 | 25 | -18 | 0.8 | -24
14 | Cc1ccc(S(=O)(=O)N2c3cc(C)ccc3OCC2C(C)(C)C)cc1 (stereo unspecified) | 1 | -4 | . | 1 | 20 | 10 | -7 | 0.9 | 23
15 | CCOc1ccccc1-n1c(N)c(C(N)=O)sc1=S | 4 | -5 | 1.1 | 2 | -2 | -6 | -8 | 1 | 6
16 | COc1cccc(N=Nc2c(N)[nH]n3c(=O)cc(-c4ccccc4)nc23)c1 | 0 | 0 | . | -2 | 7 | 2 | -9 | 1.1 | 26
17 | Cc1nc2ccc(NC(=O)c3sccc3C)cc2s1 | 4 | -5 | 1.7 | -3 | -1 | -10 | -5 | 1 | -19
18 | O=C(NC1CCCCC1)N1CCC(n2cnc3ccccc32)CC1 | 2 | -5 | 1 | 5 | 7 | 0 | -7 | 0.9 | 10
19 | COc1ccc(C(=O)CN2C(=O)c3ccccc3C2=O)c(OC)c1C | -1 | -1 | 1 | 1 | 14 | -18 | -6 | 0.7 | -2
20 | CCCCN(C)C(=O)C1CCN(Cc2ccc(OCc3ccccc3)cc2)CC1 | 6 | -6 | 1.5 | -2 | 7 | -11 | 6 | . | -24
21 | O=C(OCc1ccccc1)/C(=C/c1ccc(Cl)cc1)NC(=O)c1ccccc1Cl | 2 | -7 | . | 2 | 6 | 9 | -16 | 0.9 | -17
22 | CCOCCCNC(=O)C1CCN(c2cc(C)nc3c(-c4ccc(OC)c(OC)c4)c(C)nn23)CC1 | 0 | -5 | 1.1 | 10 | -2 | -9 | -1 | 1.6 | 0
23 | CCCn1c(SCC(=O)NC2CCCCC2C)n[nH]c1=O (stereo unspecified) | -5 | -1 | . | 1 | 3 | -4 | 3 | 1.1 | 12
24 | CCOC(=O)CN1NC2(CCC(C)CC2)NC1=S (stereo unspecified) | -7 | -2 | 1.2 | 0 | 1 | -12 | -3 | 0.8 | 18
25 | C#CC(=O)N(c1cccc(OC)c1)C(C(=O)NC1CCCC1)c1cccs1 (stereo unspecified) | -1 | -8 | . | -6 | 5 | 41 | -6 | 1.5 | 0
26 | Cc1cccc(C)c1OCc1nnc(SCC(=O)Nc2ccccc2F)o1 | -3 | -2 | 1.1 | -2 | 11 | -11 | -14 | 1 | 6
27 | Cc1ccc(S(=O)(=O)N2CCCCC2)cc1C(=O)c1nccn1C | -3 | -9 | 1.1 | -1 | -3 | 7 | -2 | 0.9 | -21
28 | C/C=C/c1ccccc1OCc1ccc(C(=O)OC)o1 | -1 | -4 | 1.1 | 4 | 0 | -6 | -6 | 0.9 | 32
29 | O=C(CSc1nc2ccccc2c(=O)[nH]1)c1cccs1 | -5 | -2 | 1.1 | 4 | 6 | -9 | -10 | 1 | 5
30 | CCn1c(=O)c2c3c(sc2n2cnnc12)CCC3 | 2 | -1 | 1.1 | -1 | 6 | -16 | -8 | 0.8 | -13
31 | CCC1(C)OC(=O)N2CCc3c(C)[nH]c4c(C)ccc(c34)C21C (stereo unspecified) | -5 | -4 | 1.1 | -12 | -3 | -9 | 4 | 1.3 | -10
32 | CCOC(=O)NC(O)C(=O)c1cccs1 (stereo unspecified) | 4 | 1 | . | 4 | 11 | -6 | -5 | 1 | -16
33 | Cc1ccc(OC(=O)NC2CCS(=O)(=O)C2)cc1C (stereo unspecified) | -6 | -6 | 1 | -5 | 0 | 8 | 2 | 0.8 | 5
34 | COC(=O)c1scc(C)c1NC(=O)Nc1ccccc1 | 4 | -1 | . | 0 | 2 | 9 | -17 | 0.9 | -17
35 | COC(=O)c1sccc1NC(=O)c1ccc(Br)s1 | 2 | -1 | 1.1 | -14 | 9 | -9 | -8 | 1.2 | -11
36 | CN(C)c1ccc(NC(=O)c2sc(SCC(=O)Nc3nccs3)nc2N)cc1 | -2 | -5 | 1.7 | 3 | 6 | 16 | 25 | 0.9 | -20
37 | COc1ccccc1OCCSc1ncnc2nc[nH]c12 | -4 | -2 | 1.2 | 5 | 5 | 5 | -10 | 1.5 | 9
38 | Cn1c(CN2CCN(CC#N)CC2)c(C#N)c2ccccc21 | 0 | -4 | 1.1 | -1 | -1 | 5 | -7 | 0.9 | -7
39 | Cc1cccc(OCC(=O)NCC(=O)n2nc(C)cc2C)c1 | 6 | -3 | 1.1 | -4 | 0 | 3 | -3 | 1.2 | -10
40 | Cc1ccc(C(=O)Nn2c(N)c(S(=O)(=O)c3ccc(C)cc3)c3nc4ccccc4nc32)cc1 | 4 | -1 | 1.1 | 0 | 11 | 0 | -8 | 1 | -39
41 | COc1ccc(C2C3=C(CC(C)(C)CC3=O)Oc3ncn(CCO)c(=N)c32)cc1OC (stereo unspecified) | -2 | -2 | . | 2 | 8 | -28 | -32 | 1.6 | 10
42 | c1ccc2[nH]c(CN3CCCCC3)nc2c1 | -4 | -4 | 1 | 0 | 3 | -5 | -8 | 0.8 | 10
43 | O=S(=O)(NCC1OCCc2ccccc21)c1ccccc1 (stereo unspecified) | 10 | 0 | 1.2 | -2 | 7 | -5 | -15 | 0.7 | -4
44 | Cc1c(C(=O)O)c(=S)sn1CCOc1ccccc1 | 3 | -2 | 1.2 | -3 | 2 | 0 | -4 | 1 | -4
45 | COC(=O)C1=C(N)Oc2cc(N(C)C)ccc2C1c1ccccc1OC (stereo unspecified) | 1 | -3 | 0.8 | 3 | 37* | 14 | -9 | 1.2 | -8
46 | COc1ccc2c(c1)c(=O)oc1cc3occ(C(C)(C)C)c3cc12 | -3 | 4 | 1 | 2 | 10 | -23 | -7 | 1 | -23
47 | COc1cccc(NC(=O)c2nn(C)cc2Br)c1 | -7 | -4 | 1.7 | 1 | -1 | 1 | -4 | . | -15
48 | Cc1oc2cc(OC(C)C(=O)O)ccc2c(=O)c1Oc1ccccc1 (stereo unspecified) | -1 | -5 | 1.1 | 1 | 3 | -12 | -15 | 1.1 | 3
49 | COc1cccc(-n2c(COc3ccc(C)cc3)nnc2SCC(N)=O)c1 | -1 | -5 | 1 | 4 | 1 | 2 | 11 | 1.6 | -16
50 | O=C(CCCCCCN1C(=O)c2ccccc2C1=O)NC1CCCCC1 | -6 | -4 | 1.1 | -1 | 13 | -28 | -6 | . | 1
51 | COc1cc(OC)c(NC(=O)c2ccc(Br)o2)cc1Cl | 8 | -3 | 1.1 | 3 | 8 | 7 | -6 | 0.9 | -4
52 | CCN1CCc2nc(NC(=O)CC(c3ccccc3)c3ccccc3)sc2C1 | 9 | -9 | 1.1 | 11 | 16 | 6 | -14 | 1.4 | -14
53 | Cn1nnc(-c2ccc(OCc3ccccc3F)cc2)n1 | 2 | -3 | 1.3 | -1 | 6 | -6 | -16 | 0.9 | 14
54 | Cc1ccc(CC(=O)Nc2nc3c(s2)CCCC3)cc1 | -2 | -4 | . | -1 | 5 | -5 | -27 | 0.7 | 8
55 | CCC(C)(C)NC(=O)C(c1cccn1C)N(C(=O)Cn1nnc2ccccc21)c1ccccc1OC (stereo unspecified) | -4 | -2 | 1 | 1 | -1 | 7 | -11 | 1.6 | 7
56 | O=C(c1cccn2c(=O)c3ccccc3nc12)N1CCN(Cc2ccc3c(c2)OCO3)CC1 | 0 | -4 | 1.2 | -2 | 0 | -2 | 10 | 1.5 | -29
57 | CCOC(=O)Cc1csc(NC(=O)CSc2nnc(C(C)C)n2CC)n1 | 3 | -2 | 1.1 | -3 | -1 | 5 | -9 | . | 18
58 | CCc1ccc(-c2nnn(Cc3nc4ccccc4s3)n2)cc1 | 5 | -1 | 1.4 | 3 | 18 | -7 | 3 | 0.9 | -29
59 | CCO/N=C(\C)c1c(O)c(CC)c(-c2ccccc2)n(-c2ccccc2)c1=O | -7 | 0 | 1.2 | 4 | 0 | -11 | -13 | . | 14

Ordered by value in S1P2 blocker (high to low): 6 from the list above
cpd | canonical_smiles | EphB4 ephrin blk | S1P2 agonist | MT1-MMP txn act | FAK inh | Rev-RRE block | S1P2 blocker | PLK1 kinase inh | PLAP activator | Plk1 PBD FP
25 | C#CC(=O)N(c1cccc(OC)c1)C(C(=O)NC1CCCC1)c1cccs1 (stereo unspecified) | -1 | -8 | . | -6 | 5 | 41 | -6 | 1.5 | 0
1 | CCOCCCNC(=S)N1C2CCC1CC(NC(=O)NC13CC4CC(CC(C4)C1)C3)C2 (stereo unspecified) | -1 | -5 | . | -2 | -1 | 11 | 4 | 1.7 | 7
6 | CCN(CC)C(=O)Cc1cc(C(=O)O)c2ccccc2n1 | -4 | -2 | 1.1 | 1 | 3 | 3 | -9 | 0.9 | -16
40 | Cc1ccc(C(=O)Nn2c(N)c(S(=O)(=O)c3ccc(C)cc3)c3nc4ccccc4nc32)cc1 | 4 | -1 | 1.1 | 0 | 11 | 0 | -8 | 1 | -39
54 | Cc1ccc(CC(=O)Nc2nc3c(s2)CCCC3)cc1 | -2 | -4 | . | -1 | 5 | -5 | -27 | 0.7 | 8
19 | COc1ccc(C(=O)CN2C(=O)c3ccccc3C2=O)c(OC)c1C | -1 | -1 | 1 | 1 | 14 | -18 | -6 | 0.7 | -2

Compound activity: PubChem BioAssay, several laboratories
